# Screening data as filed in PubChem.
# KCNK9 block: KCNK9 potassium channel inhibitors, primary screen, HEK293 cells, thallium flux; Potassium channel subfamily K member 9 (Homo sapiens), Q9NPC2; FluxOR thallium flux fluorescence; active compounds read low; B-score at 10 µM; 310,000 compounds, 1.2% hits;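 active = ratio B-score over 3 SD below the library mean, with starting fluorescence within 5 SD of its mean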;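 note: negative B-score means less thallium flux so channel inhibition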
# TRPC4 PAM: positive allosteric modulators of TRPC4, primary screen, cell-based, mouse TRPC4beta, HEK293 mu-opioid, Fluo-4 calcium | Short transient receptor potential channel 4 (Mus musculus), Q9QUQ5 | DAMGO EC20, Fluo-4 Ca2+ flux; active compounds read high | B-score at 10 µM | 310,000 compounds, 0.42% hits;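 active = B-score of calcium response area above 5 SD of library B-scores, with initial fluorescence ratio within 5 SD of library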;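 note: B-score of integrated fluorescence ratio over time as area under calcium response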
# Target sequence (Q9QUQ5 whole entry, looked up): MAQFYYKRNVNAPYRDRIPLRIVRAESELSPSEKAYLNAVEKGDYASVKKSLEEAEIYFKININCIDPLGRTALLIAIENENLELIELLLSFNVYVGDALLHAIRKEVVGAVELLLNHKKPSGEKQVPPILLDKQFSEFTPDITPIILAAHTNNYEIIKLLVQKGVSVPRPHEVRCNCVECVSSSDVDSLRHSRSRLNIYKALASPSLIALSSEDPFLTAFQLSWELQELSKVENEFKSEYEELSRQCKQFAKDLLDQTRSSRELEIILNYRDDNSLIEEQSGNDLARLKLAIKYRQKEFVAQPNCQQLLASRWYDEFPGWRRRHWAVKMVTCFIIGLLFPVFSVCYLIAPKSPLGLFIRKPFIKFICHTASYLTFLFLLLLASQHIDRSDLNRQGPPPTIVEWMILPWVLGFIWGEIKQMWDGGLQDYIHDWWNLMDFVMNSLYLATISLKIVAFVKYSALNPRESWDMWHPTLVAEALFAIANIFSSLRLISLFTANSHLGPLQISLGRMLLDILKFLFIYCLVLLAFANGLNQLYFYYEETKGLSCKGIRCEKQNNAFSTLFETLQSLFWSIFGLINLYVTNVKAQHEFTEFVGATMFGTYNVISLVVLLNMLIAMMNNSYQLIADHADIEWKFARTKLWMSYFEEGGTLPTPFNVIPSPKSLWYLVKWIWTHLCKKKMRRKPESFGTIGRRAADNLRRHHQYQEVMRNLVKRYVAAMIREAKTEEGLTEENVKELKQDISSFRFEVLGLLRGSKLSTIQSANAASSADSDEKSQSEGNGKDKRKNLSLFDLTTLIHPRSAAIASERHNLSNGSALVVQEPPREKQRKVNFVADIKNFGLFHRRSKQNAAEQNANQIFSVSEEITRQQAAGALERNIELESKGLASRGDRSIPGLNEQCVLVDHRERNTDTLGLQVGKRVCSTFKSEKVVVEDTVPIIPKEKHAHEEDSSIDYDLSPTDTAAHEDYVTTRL
# TRPC4 act: activators of mouse TRPC4 channel, primary screen, Fluo4 calcium, HEK293 TRPC4beta/mu-opioid cells; Short transient receptor potential channel 4 (Mus musculus), Q9QUQ5; Fluo4 calcium fluorescence; active compounds read high; B-score at 10 µM; 310,000 compounds, 0.49% hits;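 active = B-score above 5 SD of library B-scores, and initial fluorescence ratio not above library mean plus 5 SD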;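 note: positive B-score marks a calcium rise read as TRPC4 activation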
#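 Test system: HEK293 cells stably co-expressing mouse TRPC4beta and mu-opioid receptor | Schedule: Fluo4 dye loading 45 min at room temperature, 110 s recording | Measured by: Kinetic Fluo4 calcium fluorescence, 5 s baseline at 1 Hz | Evaluation: B score of integrated ratio | Controls: Buffer (low) and maximal DAMGO (high)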
# KCNK3 block: human KCNK3 channel inhibitors, primary screen, CHO cells, FluxOR thallium flux, B-score. Potassium channel subfamily K member 3 (Homo sapiens), O14649. FluxOR fluorescence; active compounds read low. B-score at 10 µM. 340,000 compounds, 0.84% hits. AID 602410, 2012;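 active = B-score under library mean minus 4 SD, starting fluorescence ratio at most library mean plus 5 SD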;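 note: more negative B-score means stronger inhibition of thallium flux through KCNK3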
# ANO1 block: TMEM16A chloride channel inhibitors, primary screen, cell-based, HTS. HEK293 TMEM16A/YFP iodide influx fluorescence, ionomycin. normalized B-score (activity score, 25-100; higher = stronger inhibition) at 10 µM. AID 588511, 2011. Anoctamin-1 (Mus musculus), Q8BHY3. 310,000 compounds, 1.2% hits;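 active = ratio plate-corrected score three or more library SD toward inhibition, starting fluorescence score within five deviations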;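 note: score derived from kinetic fluorescence span divided by baseline fluorescence per well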
# HDAC3 inh: HDAC3 deacetylase inhibitors, primary screen, biochemical, fluorescence, cell-free homogeneous; Histone deacetylase 3 (Homo sapiens), O15379; recombinant HDAC3, fluorogenic peptide/trypsin coupled; inhibition, % at 8.3 µM; 320,000 compounds, 0.15% hits; in the data active = inhibition above about 26%, passing the limit was not always enough
# TMEM16A act: TMEM16A chloride channel activators or potentiators, primary screen, cell-based, HTS; 340,000 compounds, 0.3% hits; B-score at 10 µM; Anoctamin-1 (Mus musculus), Q8BHY3; HEK293 TMEM16A/YFP-H148Q/I152L, iodide quench fluorescence; active compounds read low;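 active = fluorescence-ratio B-score plate-corrected deviation score at least 3 library SD below zero, with starting fluorescence score within 5 deviations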;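 note: channel opened by trigger with iodide after compound preincubation; score built on the fluorescence ratio of max minus min over baseline; more negative score means more quench and so TMEM16A activation or potentiation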
# KCNQ1 inh: inhibitors of human KCNQ1 channel, primary screen, cell-based, thallium flux, high-throughput. Potassium voltage-gated channel subfamily KQT member 1 (Homo sapiens), P51787. 310,000 compounds, 1.3% hits. B-score at 10 µM. CHO-K1 KCNQ1, FluxOR thallium flux fluorescence; active compounds read high;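 active = compounds whose thallium flux B-score, printed positive for inhibition, exceeds three library SD while starting fluorescence stays within three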;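 note: channel opened by potassium depolarization with thallium stimulus after 20 min compound exposure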
# KCNQ1 act: potentiators or activators of KCNQ1 channel, primary screen, cell-based, thallium flux, high-throughput | CHO-K1 KCNQ1, thallium flux FluxOR fluorescence; active compounds read high | B-score at 10 µM | AID 2648, 2010 | Potassium voltage-gated channel subfamily KQT member 1 (Homo sapiens), P51787 | 310,000 compounds, 0.35% hits;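 active = fluorescence ratio B-score, a plate-corrected score, at least three library SD, with initial intensity B-score within 5 SD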
#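 System: CHO-K1 cells stably expressing KCNQ1 / Medium: assay buffer for compound exposure, DMSO matched across wells / Reagent: thallium- and potassium-containing depolarizing buffer / Compound: one concentration, matched DMSO / Incubation: 20 min compound pretreatment at room temperature / Measured by: kinetic FluxOR fluorescence, 10 s baseline plus 110 s post-stimulus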
# Dyrk1A ADPGlo: rat Dyrk1A kinase inhibitors, primary screen, biochemical, single point, plate reader; Dual specificity tyrosine-phosphorylation-regulated kinase 1A (Rattus norvegicus), Q63470; ADP-Glo luminescence, NFATc1 peptide; inhibition, % at 12.5 µM; 310,000 compounds, 0.43% hits; AID 504441, 2011; in the data active = inhibition above about 50%;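 note: plate controls were vehicle with enzyme for no effect and no enzyme for full effect; many of its hits are not listed in these tables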
# hERG rescue: hERG rescue from dofetilide block, primary screen, cell-based, CHO-hERG, FluxOR thallium flux, dofetilide IC70; Voltage-gated inwardly rectifying potassium channel KCNH2 (Homo sapiens), Q12809; dofetilide IC70 present; activation (rescue from dofetilide block), less the hit threshold, % at 10 µM; AID 1511, 2009; 310,000 compounds, 0.51% hits;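 active = activation above the mean of controls blocked by dofetilide plus 5 SD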;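 note: thallium influx through hERG after potassium depolarization seen as dye fluorescence rise; in these data hits start at about 4.7%; inactives centre near -7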
# Numbers without * were called inactive; i = inactive; . = no result given.
SMILES,KCNK9 block,TRPC4 PAM,TRPC4 act,KCNK3 block,ANO1 block,HDAC3 inh,TMEM16A act,KCNQ1 inh,KCNQ1 act,Dyrk1A ADPGlo,hERG rescue
O=C(CCN1C(=O)/C(=C\c2ccco2)SC1=S)Nc1ccc(C(=O)O)c(O)c1,i,i,i,i,i,5,i,i,i,.,-11
Cn1nccc1C(=O)Nc1ccc(OC(=O)c2ccnn2C)cc1,i,i,i,i,i,9,i,i,i,6,-8
O=C(Oc1ccc2c(c1)O/C(=C\c1ccncc1)C2=O)c1cccs1,i,i,i,i,i,8,i,i,i,13,-9
O=C(CCNC(=O)c1ccc(Br)cc1)Nc1ccccc1N1CCOCC1,i,i,i,i,i,.,i,i,i,8,-15
Cn1cccc1/C=N/N1CCN(Cc2ccccc2Cl)CC1,i,i,i,i,i,.,i,i,i,.,-8
Cc1cccc(N2CCN(C(=O)CCn3c(=S)[nH]c4cc5c(cc4c3=O)OCO5)CC2C)c1 (configuration not stated),i,i,i,i,i,3,i,i,i,4,-18
CCN1CCN(CC(=O)N2N=C(c3cccs3)CC2c2ccc(F)cc2)C(=O)C1=O (configuration not stated),i,i,i,i,i,8,i,i,i,.,-12
COc1ccc(CNS(=O)(=O)c2c(C(=O)N3CCCCC3)c(C)n(C)c2C)cc1,i,i,i,i,i,-4,i,i,i,1,-9
O=C(CCNC(=O)c1ccc([N+](=O)[O-])cc1)N/N=C/c1ccc(F)cc1,i,i,i,i,i,0,i,i,i,-5,-7
Cc1ccc(C(=O)NC(=S)NNC(=O)COc2ccc([N+](=O)[O-])cc2)cc1,i,i,i,i,i,7,i,i,8*,15,-8
CN(C)c1cccc(C(=O)OCC(=O)N(Cc2ccccc2)C2CCS(=O)(=O)C2)c1 (configuration not stated),i,i,i,i,i,3,i,i,i,11,-11
CCC(NC(=O)c1cc(COc2cncc(Cl)c2)on1)c1ccc(C)cc1 (configuration not stated),i,i,i,i,i,1,i,i,i,-1,-16
CCCN(CC(=O)Nc1ccc(C)cc1Br)CC(=O)Nc1ccc(F)c(F)c1F,-9.9*,i,i,i,i,3,i,i,i,4,-8
CCOC(=O)C1=C(c2ccccc2)OC(N)=C(C#N)C1C1CCCCC1 (configuration not stated),i,i,i,i,i,17,i,i,i,-2,-4
COCCn1c(=O)[nH]c2cc(C(=O)NCCN3CCN(c4cccc(Cl)c4)CC3)ccc2c1=O,i,i,i,i,i,-6,i,i,i,-1,-3
CCn1c2ccccc2c2cc(NC(=O)COC(=O)c3ccccc3O)ccc21,i,i,i,i,i,-2,i,i,i,-2,-8
Brc1cccc(C2Nc3cccc4cccc(c34)N2)c1,i,i,i,i,i,-4,i,i,i,1,-10
Cn1c(=O)n(C)c2cc(NC(=O)c3cccc([N+](=O)[O-])c3)c(Br)cc21,i,i,i,i,i,2,i,i,i,.,-3
CC(=O)Nc1ccc(C(=O)NN2C(=O)c3ccccc3C2=O)cc1,i,i,i,i,i,-8,i,i,i,-1,-4
CCOC(=O)C1(Cc2ccccc2)CCN(Cc2cnn(-c3ccccc3)c2)CC1,i,i,i,i,i,7,i,i,i,-1,-15
O=C(Nc1ccc(O)c(C(=O)O)c1)c1cccc(NC(=O)c2ccco2)c1,i,i,i,i,i,18,i,i,i,11,-2
Cc1cccc(C)c1OCc1n[nH]c(=S)n1N,i,i,i,i,i,0,i,i,i,-1,-3
CCOc1ccc(-n2c(-c3ccccc3)c[nH]c2=S)cc1,i,i,i,i,i,-1,i,i,i,0,-7
CCCCCCOc1ccc(C(=O)NCCCn2ccnc2)cc1,i,i,i,i,i,3,i,i,i,1,-5
COc1ccccc1Oc1ncnc2c1cnn2-c1ccccc1,i,i,i,i,i,8,i,i,i,-3,-11
CCOC(=O)c1c(NC(=O)CN2C(=O)NC3(CCCCC3C)C2=O)sc(C(=O)N(C)C)c1C (configuration not stated),i,i,i,i,i,0,i,i,i,14,-5
Cc1nn(CC(C)C)c(=S)[nH]c1=O,i,i,i,i,i,2,i,i,i,-1,-9
O=C(CNC(=O)Cc1ccccc1)NCC(=O)OCc1ccccc1,i,i,i,i,i,-4,i,i,i,5,-1
CC(C)c1nnc(NC(=O)Cc2cccs2)s1,i,i,i,i,i,-6,i,i,i,1,-6
COc1ccc(CNC(=O)C2CCCN2S(=O)(=O)c2ccccc2)cc1 (configuration not stated),i,i,i,i,i,2,i,i,i,-3,0
C#CCOCCOCCOCCNc1nc(N2CCN(C(=O)[C@H](CCC(=O)O)n3cc(C(N)CO)nn3)CC2)nc(N2CCN(C(=O)[C@H](CCCCN)n3cc(C(N)[C@H](C)CC)nn3)CC2)n1 (some centres not stated),i,i,i,.,.,.,.,i,i,.,-4
COc1cccc(S(=O)(=O)Nc2ccc(C(=O)Nc3ccncc3)cc2)c1,i,i,i,i,i,4,i,i,i,0,-16
COc1ccc(C)cc1NC(=O)CN1CCCN(S(=O)(=O)c2ccc(Br)cc2)CC1,i,i,i,i,i,2,i,i,i,-4,-3
CCOC(=O)c1c(C(=O)OCC)c(C)n(N2C(=O)CSC2=S)c1C,i,i,i,i,i,-6,i,i,i,-6,-3
O=C(Nc1cccc(C2=NCCN2)c1)Nc1cccc(C2=NCCN2)c1,.,.,.,i,i,-2,i,.,.,4,.
O=C(Nc1cccc(C(F)(F)F)c1)c1cccc(NS(=O)(=O)c2ccc(Br)c(C(=O)O)c2)c1,i,i,i,i,i,-6,i,i,i,.,-18
Cc1cc(C)cc(C(=O)Nc2ccc(NC(=O)Cc3ccccc3)cc2)c1,i,i,i,i,i,-4,i,i,i,14,6.2*
COCCn1c(-c2ccc(OC)cc2)nc2oc3cc(OC)ccc3c(=O)c2c1=O,i,i,i,i,i,1,i,i,i,7,-10
COc1ccc(CNC(=O)CSc2nc(SC)ns2)cc1,i,i,i,i,i,13,i,i,i,2,-5
O=C(Cc1ccccc1)Nc1ccc(CN2CCOCC2)cc1,i,i,i,i,i,-9,i,i,i,-4,0
O=C(Nc1ccccc1)/C(=C/c1cccc(Br)c1)NC(=O)c1ccco1,i,i,i,i,i,-4,i,i,i,0,-5
CCOC(=O)C1=C(O)/C(=C/c2ccc(OCC(=O)O)c(OC)c2)SC1=Nc1ccc(OCC)cc1,i,i,i,i,i,5,i,i,i,-3,2
CCc1ccc(NC(=S)NC2CC3CCC(C2)N3Cc2ccco2)cc1 (configuration not stated),i,i,i,i,i,-4,i,i,i,-2,-2
N#CCSc1nnc(Nc2ccccc2)s1,i,i,i,i,i,-3,i,i,i,-1,-9
Cc1onc(-c2ccccc2)c1C(=O)N/N=C/c1ccc([N+](=O)[O-])c(O)c1,i,i,i,i,i,6,i,i,i,-5,-4
S=c1[nH]nc(-c2cccnc2)n1Cc1ccccc1,i,i,i,i,i,3,i,i,i,-4,-4
Cc1cc(C)cc(OCC(=O)NC2=NCCS2)c1,i,i,i,i,i,-2,i,i,i,0,-6
CCCCc1c(C)nc(N2CCCC2)[nH]c1=O,i,i,i,i,i,0,i,i,i,.,-2
CCN(CC)c1ccc(NC(=O)CCc2nnc3ccc(N4CCCCC4)nn23)c(C)c1,i,i,i,i,i,.,i,i,i,60*,-10
COc1cccc(C(=O)Nc2cc([N+](=O)[O-])ccc2N2CCN(C)CC2)c1,i,i,i,i,i,-6,i,i,i,14,-9
O=S(=O)(c1cnc[nH]1)N1CCN(c2ccccc2)CC1,i,i,i,i,i,-5,i,i,i,2,-9
CCOc1ccc(CNc2ncc(-c3ccccc3)n2C)cc1,i,i,i,i,i,-3,i,i,i,-6,-15
CNC(=O)c1nnn(-c2ccccc2)c1C(=O)NC,i,i,i,i,i,5,i,i,i,-2,-7
O=C(NCC(O)COc1ccc([N+](=O)[O-])cc1)c1ccccc1 (configuration not stated),i,i,i,i,i,2,i,i,i,-7,-13
Cn1c(SCc2ccc(Cl)cc2)nnc1C1CC1,i,i,i,i,i,18,i,i,i,-7,-5
O=C(O)c1ccc(C2SCC(=O)N2Cc2ccco2)cc1 (configuration not stated),i,i,i,i,i,-12,i,i,i,-5,-7
COC(=O)c1cc(C(=O)OCC(=O)Nc2cc(C)on2)cc([N+](=O)[O-])c1,i,i,i,i,i,0,i,i,i,-2,-12
Cn1nc(-c2ccc(C(=O)N3CCN(Cc4ccccc4)CC3)cc2)c2ccccc2c1=O,i,i,i,i,i,8,i,i,i,-5,-14
COc1cccc(CN(C)C(=O)c2cc(-c3cccs3)nc3ccccc23)c1,i,i,i,i,i,1,i,i,i,-4,-16
CN1CCN(C(=O)C2=C[C@H](C(C)(C)C)C[C@H](OCCCCO)O2)CC1,i,i,i,i,i,-1,i,i,i,4,-6
CCc1ccc(NS(=O)(=O)c2ccc3[nH]cc(C(=O)N4CCc5ccccc54)c(=O)c3c2)cc1,i,i,i,i,i,-2,i,i,i,1,-9
Oc1ccccc1CNCCCNCc1ccccc1O,i,i,i,i,i,-4,i,i,i,1,-14

# 2 successive entries out of the list so far, for reference:
SMILES,KCNK9 block,TRPC4 PAM,TRPC4 act,KCNK3 block,ANO1 block,HDAC3 inh,TMEM16A act,KCNQ1 inh,KCNQ1 act,Dyrk1A ADPGlo,hERG rescue
CN1CCN(C(=O)C2=C[C@H](C(C)(C)C)C[C@H](OCCCCO)O2)CC1,i,i,i,i,i,-1,i,i,i,4,-6
CCc1ccc(NS(=O)(=O)c2ccc3[nH]cc(C(=O)N4CCc5ccccc54)c(=O)c3c2)cc1,i,i,i,i,i,-2,i,i,i,1,-9

# Some of the compounds tested (hit frequency here may not be typical).
